# ABHD5 PLIN5 PPI: blocks binding of human ABHD5 to perilipin-5; inhibition, % at 4 µM; AID 602281; Split G. princeps luciferase complementation, luminescence, 4 h; actives 0.78% (n = 360,000);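 active means inhibition above the mean inhibition across every tested compound plus 3 SD, cut at about 22% in these data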;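 further: 0% = DMSO only wells and the 100% control is not disclosed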
# NR2F2 inh: NR2F2 (human) inhibition, primary screen; P24468; inhibition, % at 8.6 µM; HEK293T NGFI-A luciferase reporter, luminescence; AID 686940; actives 0.7% (n = 370,000);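 active means inhibition above a per-plate cutoff, mean inhibition of test wells between control levels plus 3 SD, cut at about 38% in these data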;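 further: cells cotransfected with COUP-TFII expression vector driving the NGFI-A reporter; 0% = median of COUP-TF2 test wells and 100% = reporter-only cells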
# Target sequence (P24468 whole entry, looked up): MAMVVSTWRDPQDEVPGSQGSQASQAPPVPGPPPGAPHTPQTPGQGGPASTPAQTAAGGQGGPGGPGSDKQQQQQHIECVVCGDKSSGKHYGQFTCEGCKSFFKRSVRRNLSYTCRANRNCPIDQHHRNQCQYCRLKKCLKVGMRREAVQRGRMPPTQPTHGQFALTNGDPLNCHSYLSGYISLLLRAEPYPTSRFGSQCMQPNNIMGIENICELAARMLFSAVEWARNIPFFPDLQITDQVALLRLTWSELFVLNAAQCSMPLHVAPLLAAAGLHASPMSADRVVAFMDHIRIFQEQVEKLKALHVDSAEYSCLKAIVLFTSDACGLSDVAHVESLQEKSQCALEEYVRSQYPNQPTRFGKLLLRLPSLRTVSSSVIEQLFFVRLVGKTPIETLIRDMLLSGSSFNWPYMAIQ
# SRC2 inh: inhibits human steroid receptor coactivator 2. actives 0.17% (n = 370,000). HEK293 GAL4-SRC2 luciferase reporter, luminescence. inhibition, % at 9 µM. AID 651957. Q15596;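 active means inhibition above the mean inhibition of all tested compounds plus 3 SD, set per campaign, cut at about 52% in these data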;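 further: 0% = DMSO treated cells and 100% = cells given Gossypol at 36 µM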
# NCOA3 inh: human NCOA3 inhibition; Q9Y6Q9; HEK293 GAL4-SRC3 luciferase reporter, luminescence; inhibition, % at 3.6 µM; actives 0.17% (n = 360,000); AID 588352;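 active means inhibition above a per-campaign cutoff, the mean of all compounds plus 3 SD, cut at about 60% in these data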;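 further: 0% = DMSO-treated cells and 100% = gossypol-treated cells at 36 µM; higher means less SRC3-driven luciferase light from the GAL4 reporter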
# MC4R barr agon: agonists of human melanocortin 4 receptor (MC4R) beta-arrestin; P32245; U2OS MC4R beta-arrestin complementation, luminescence; percent of melanotan II response, DMSO zero; activation, % at 8.9 µM; actives 0.98% (n = 360,000); AID 540308;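 active means activation above a per-plate cutoff, the mean activation of sample wells on that plate plus 3 SD, cut at about 8% in these data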
# MC4R antagonist: blocks human MC4R cAMP signaling; P32245; MC4R-expressing cells, MTII-stimulated cAMP, LANCE TR-FRET; inhibition, % at 6.5 µM; actives 0.48% (n = 360,000); AID 540295;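 active means inhibition above its plate's cutoff, the mean of tested wells on that plate plus 3 SD, cut at about 29% in these data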;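 further: 0% = Melanotan II alone and 100% = Melanotan II plus saturating MCL0020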
#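 Material: human MC4R-expressing U2OS cells. Probe or stimulus: Melanotan II challenge. Dosing: 6.5 µM single dose. Times: 30-min compound, 1-h challenge, 1-h detection, room temperature. Technique: TR-FRET with Eu-cAMP and labeled anti-cAMP, 671 nm. Replication: singlicate.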
# EBV LMP1 NFkB: Epstein-Barr LMP1 NF-kappaB reporter inhibition | LMP1-induced NF-kappaB luciferase reporter cells, luminescence | actives 0.69% (n = 350,000) | inhibition, % at 12.5 µM; in the data active means inhibition above about 41%; inconclusive means no clear call, values can overlap the other calls;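 further: 0% = neutral control wells and 100% = reference inhibitor control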
# NR5A2 inv ag: suppresses constitutive activity of human LRH-1; HEK293T StAR-luciferase reporter, LRH-1 transfected, 24 h; inhibition, % at 3.6 µM; O00482; actives 0.13% (n = 360,000); AID 602396;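 active means inhibition above the mean inhibition of all tested compounds plus 3 SD, cut at about 73% in these data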;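 further: 0% = DMSO wells and 100% = reporter-only cells lacking LRH-1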
# SRC1 inh: inhibitors of human steroid receptor coactivator 1 (SRC1). Q15788. HEK293 GAL4-SRC1 luciferase reporter, luminescence. inhibition, % at 3.6 µM. actives 0.12% (n = 360,000);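 active means inhibition above the campaign mean plus 3 SD, with each screening campaign given its own cutoff, cut at about 60% in these data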;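 further: 0% = DMSO treated cells and 100% = gossypol at 36 µM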
# TLR9-MyD88 inh: TLR9-MyD88 interaction inhibition | Q9NR96+Q99836 | CHO BLA complementation TLR9-MyD88, CCF4 FRET ratio | inhibition, % at 4.98 µM | actives 0.21% (n = 340,000) | AID 504734;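 active means inhibition above the mean over all tested compounds plus 3 SD, cut at about 21% in these data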;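 further: 0% = DMSO only wells and 100% = clavulanate BLA inhibitor control wells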
# NOD2-RIPK2 inh: inhibitors of human NOD2-RIPK2 interaction; actives 0.38% (n = 360,000); inhibition, % at 4.98 µM; CHO BLA complementation NOD2-RIPK2, CCF4 ratio; in the data active means inhibition above about 21%;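 further: 0% = vehicle only and 100% = reference blocker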
# Target sequence (O43353 whole entry, looked up): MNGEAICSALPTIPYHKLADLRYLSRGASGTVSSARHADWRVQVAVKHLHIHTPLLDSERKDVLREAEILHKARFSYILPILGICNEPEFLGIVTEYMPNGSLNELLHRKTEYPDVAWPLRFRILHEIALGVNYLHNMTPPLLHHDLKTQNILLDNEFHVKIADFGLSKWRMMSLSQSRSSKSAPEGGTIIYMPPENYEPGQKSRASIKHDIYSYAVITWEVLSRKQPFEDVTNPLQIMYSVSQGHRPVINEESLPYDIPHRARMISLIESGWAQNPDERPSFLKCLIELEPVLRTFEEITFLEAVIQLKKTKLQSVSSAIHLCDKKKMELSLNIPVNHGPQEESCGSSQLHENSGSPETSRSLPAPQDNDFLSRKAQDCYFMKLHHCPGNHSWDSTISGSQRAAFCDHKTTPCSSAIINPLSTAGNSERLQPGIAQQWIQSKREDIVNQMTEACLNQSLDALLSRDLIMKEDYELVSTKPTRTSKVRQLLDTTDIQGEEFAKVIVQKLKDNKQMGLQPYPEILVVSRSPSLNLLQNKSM
# Numbers without * were called inactive; ? = inconclusive; . = no result given. Some of the compounds tested. The share of hits here may be higher or lower than overall.
SMILES	ABHD5 PLIN5 PPI	NR2F2 inh	SRC2 inh	NCOA3 inh	MC4R barr agon	MC4R antagonist	EBV LMP1 NFkB	NR5A2 inv ag	SRC1 inh	TLR9-MyD88 inh	NOD2-RIPK2 inh
CC(=NCc1cccnc1)c1c(O)n(Cc2ccccc2)c(=O)[nH]c1=O	-7	10	-22	1	-0.6	12	-4	-15	-11	-5	-3
CCn1c(O)c(C=Nc2ccc(N3CCOCC3)c(Br)c2)c(=O)n(CC)c1=S	8	-11	-2	27	-0.8	3	?	8	13	6	4
CC1=CC2/C=C(\C)CCC(O)C(O)/C=C/C(=O)C23C(=O)NC(CC(C)C)C3C1C (stereo not given)	65*	.	.	41	-1.5	8	13	35	15	-8	9
O=C(CCN1CCOCC1)Nc1ccc(Br)cc1C(=O)c1ccccc1	-3	0	-2	-9	0.1	-2	0	6	8	-1	2
CC1=CC2OC3CC4OC(=O)C=CC=CC(C(C)O)OCC(O)C(C)CC(=O)OCC2(CC1O)C4(C)C31CO1 (stereo not given)	2	90*	71*	94*	-0.9	-3	84*	99*	95*	-3	22*
CSc1ccc(CN2CCN(c3ccccc3C)CC2)cc1	1	15	-32	-5	3.7	3	7	3	6	-8	5
Cc1cccc(CN(C)C)c1OC(=O)N(C)C	-4	-10	-12	1	2.0	16	-7	-6	9	2	-2
CC1=C(C(=O)OC(C)C)[C@]2(C(=O)N(CC(N)=O)c3ccccc32)C(C#N)=C(N)O1	-1	8	-15	11	0.9	0	-2	3	-31	-7	-6
N=c1ccccn1Cc1ccccc1	1	0	0	6	-1.3	-7	-1	8	11	3	-13
CCC(=O)CC(c1ccc([N+](=O)[O-])cc1)c1c(O)c2ccccc2oc1=O (stereo not given)	5	-11	-1	4	-1.9	5	-2	6	-9	-13	-3
O=C1CN=C(c2ccccc2Cl)c2cc(Br)ccc2N1	5	-4	18	18	-1.6	23	6	-17	10	-12	7
COc1ccc(-c2nn(CCC#N)cc2C(=O)Nc2ccc(C(C)=O)cc2)cc1[N+](=O)[O-]	-1	-1	-26	-19	1.6	6	26	8	-4	-3	-5
COc1ccc(C2=NCC(=S)Nc3ccc(Cl)cc32)cc1Cl	-7	-24	17	-5	0.0	2	6	8	-19	2	0
N#CC(CCN1CCOCC1)(c1ccccc1)c1ccccc1	1	4	-3	10	-0.2	-2	-1	-3	7	-2	-8
CCn1c(O)c(/C(C)=N/N2CCCCC2c2cccnc2)c(=O)[nH]c1=S (stereo not given)	-5	2	-26	11	1.9	-5	13	0	3	-5	-6
CCOC(=O)C1CCCN(c2ccc([N+](=O)[O-])c3nonc23)C1 (stereo not given)	14	1	1	-15	-1.7	-17	0	-3	-5	-9	6
Cc1cc(=O)oc2c(C)c(OCC(=O)N3CCN(Cc4ccc5c(c4)OCO5)CC3)ccc12	0	4	-9	0	-2.4	8	0	2	-4	-26	17
COc1cc(CN2CCN(c3cc(C)ccc3C)CC2)ccc1O	-6	14	3	-11	0.4	1	3	-1	-3	1	5
CCN1C[C@@]2(COC)C3[C@@H](OC)[C@H]4[C@@H]1[C@@]3(C1C[C@H]3[C@H](O)C1[C@]4(O)C[C@H]3OC)[C@@H](OC)C[C@H]2O (stereo not given in full)	0	4	-64	2	-0.3	-8	-6	-9	-10	-4	-18
COC(=O)C1=C(c2c(C)noc2C)C[C@@H]2CC[C@H]1N2C(=O)N1CCC(O)(c2ccc(Cl)cc2)CC1	-2	3	-20	-2	-1.8	-2	-1	9	-13	-6	-1
COc1ccccc1-n1c(O)c(/C=N/NC(=S)Nc2ccccc2)c(=O)[nH]c1=S	-1	-4	-12	-22	-0.9	-7	-14	-11	1	.	-10
C[N+]1(C)C2CCC1CC(OC(=O)c1ccco1)C2 (stereo not given)	-7	13	7	13	-0.7	4	-2	11	-2	-1	6
OC(CN1CCC(c2c[nH]c3ccccc23)CC1)C(F)(F)F (stereo not given)	-7	-5	9	-3	2.8	-1	-8	10	3	-2	-5
Cc1ccc(Cn2nnnc2CN2CCC(n3nnc4cc(C)ccc43)CC2)cc1	10	11	1	-6	3.0	-1	-2	-22	-2	-9	-2
C=CCn1c(O)c(C(C)=NCCN2CCCCC2)c(=O)[nH]c1=O	5	8	-11	-8	0.0	-1	-8	-3	6	-12	-3
CC(=O)c1ccc2c(c1)C1C(Cl)C(Sc3ccccc3[N+](=O)[O-])CC1C(C(=O)O)N2 (stereo not given)	-1	11	4	-6	-3.4	-3	-8	5	-3	-20	-10
c1ccc2c(c1)OCC(C1=NCCN1)O2 (stereo not given)	7	-21	9	-1	0.0	3	13	3	9	3	-10
O=C(O)c1ccccc1-c1ccc(C=C2C(=O)N(c3ccccc3)C(=S)N(c3ccccc3)C2=O)o1	-2	-9	-4	-37	-2.1	5	5	-69	-14	8	10
C=CCn1c(O)c(C(C)=Nc2ccc(C(=O)O)cc2)c(=O)[nH]c1=O	8	2	-34	21	-0.4	1	2	-5	-9	-8	0
O=P1(Oc2ccccc2)CC=C[C@H](COCc2ccccc2)O1 (stereo not given in full)	-9	-5	8	-17	-1.1	-1	6	-1	4	-4	-7
COc1c(C)cc(C(=O)C2CCCN(Cc3ccccn3)C2)cc1C (stereo not given)	-3	4	-5	17	-3.2	0	-25	-12	-12	7	-11
O=C(Cc1cccc(C(F)(F)F)c1)N1CCN(CC(=O)N2CCCC2)CC1	-5	17	-19	18	1.8	4	7	7	0	-8	-7
CC(=NCCN(C)C)c1c(O)n(Cc2ccccc2)c(=O)[nH]c1=O	5	-7	-27	21	2.3	12	-7	1	13	0	-8
O=c1c([N+](=O)[O-])cn(O)cc1[N+](=O)[O-]	-1	3	-4	-18	-1.2	-4	-7	-7	-52	-10	1
COc1cc(C(O)CN)ccc1O (stereo not given)	13	-5	-15	-22	-1.1	13	3	10	2	-7	-5
CNS(=O)(=O)c1ccc(-c2ccc(C=C3C(=O)NC(=O)NC3=O)o2)cc1	25*	-8	-53	-10	-1.0	8	1	-6	0	-7	3
C=CCN(CC=C)C(=O)CCN1CC1C (stereo not given)	-6	6	-3	-15	0.3	6	0	-3	-2	-3	-5
CC(=O)OC1N=C(c2ccc(Cl)cc2)c2cc(Br)ccc2NC1=O (stereo not given)	-1	7	-24	10	-0.1	-1	-2	-6	-15	5	6
CCCc1[nH]nc2c1C1(C(=O)N(Cc3ccccc3)c3ccccc31)C(C(=O)OC)=C(N)O2 (stereo not given)	3	18	-1	6	0.6	12	-2	-10	-5	-2	-10
C/C(=N\NC(=O)c1ccccc1O)c1c(O)n(Cc2ccccc2)c(=O)[nH]c1=O	-2	-20	-16	-20	-1.1	-1	4	-31	-22	-2	-9
Cc1ccsc1CNCCc1ccc(F)cc1	-4	-27	-36	4	-0.6	-3	-4	5	8	-4	-2
O=C1N(c2nncs2)CCN1[N+](=O)[O-]	-11	20	-33	7	-1.5	13	-6	-16	7	-2	-2
CC/C(=N\Nc1ccccc1)c1c(O)n(C)c(=O)n(C)c1=O	10	0	-11	20	0.3	3	-21	-5	7	-3	-5
C[C@]12CCC(=O)C[C@@H]1CC[C@@H]1[C@@H]2CC[C@]2(C)[C@@H](O)CC[C@@H]12	7	6	10	4	-1.5	8	12	10	-18	9	-1
FC(F)(F)c1ccc(CNCCc2c[nH]c3ccccc23)cc1	-3	-4	0	15	2.6	1	-1	27	-19	-7	14
CCN(CC)CCN=Cc1c(O)n(C2CCCCCC2)c(=O)[nH]c1=O	0	-1	-12	5	-0.7	13	-1	3	-1	-8	-2
CN(C)S(=O)(=O)c1cc(NC(=O)COC(=O)Cc2ccccc2)ccc1Cl	3	-2	5	22	0.4	0	-8	2	2	10	-4
COC(=O)C1=C(N)Oc2cc(C)oc(=O)c2C12C(=O)Nc1ccccc12 (stereo not given)	-1	9	9	18	-0.6	0	-5	17	-30	-4	-2
OCC(Br)CBr (stereo not given)	-4	0	-2	14	0.0	9	-2	-10	-8	-2	0
COc1ccc(-n2c(CN3CCOCC3)nc3ccccc3c2=O)c(OC)c1	2	11	-1	4	-0.6	-2	8	7	-7	9	-8
CN(C)c1ccc(NC(=O)CN2C(=O)CN=C(c3ccccc3)c3cc(Cl)ccc32)cc1	-1	8	21	-3	0.0	4	-17	5	-8	8	-8
CCC(C)c1cnc(CC(C)C)c(=O)n1O (stereo not given)	1	-7	-1	8	0.8	6	.	17	1	.	-12
COc1cc(O)c2c(c1)/C=C/C[C@H](O)[C@H](O)C(=O)CCC[C@H](C)OC2=O	1	-24	19	7	.	.	.	-36	2	.	1
CCCC[N+]12CCC(CC1)C(C(O)(c1ccccc1)c1ccccc1)C2 (stereo not given)	3	-11	-20	22	-2.5	3	5	6	-13	0	8
C=C(C)[C@@H]1C2C(=O)O[C@H]1[C@H]1OC(=O)[C@@]34OC3C[C@]2(O)[C@@]14C (stereo not given in full)	-4	-3	-7	6	-1.0	7	-2	10	9	7	-10
COC(=O)[C@@H]1C[C@]2(C(=O)O)c3ccccc3N(OOSc3ccccc3)[C@@H]2N1C(=O)OC	5	-8	4	-8	-2.3	9	2	-11	-13	1	-1
CN1c2ccccc2Oc2ccccc21	3	2	7	16	-1.3	-6	9	13	0	8	-9

# Compound profiles, as listed above:
# CC(=NCCN(C)C)c1c(O)n(Cc2ccccc2)c(=O)[nH]c1=O is entered as ABHD5 PLIN5 PPI = 5; NR2F2 inh = -7; SRC2 inh = -27; NCOA3 inh = 21; MC4R barr agon = 2.3; MC4R antagonist = 12; EBV LMP1 NFkB = -7; NR5A2 inv ag = 1; SRC1 inh = 13; TLR9-MyD88 inh = 0; NOD2-RIPK2 inh = -8
# COc1cc(O)c2c(c1)/C=C/C[C@H](O)[C@H](O)C(=O)CCC[C@H](C)OC2=O is entered as ABHD5 PLIN5 PPI = 1; NR2F2 inh = -24; SRC2 inh = 19; NCOA3 inh = 7; MC4R barr agon = .; MC4R antagonist = .; EBV LMP1 NFkB = .; NR5A2 inv ag = -36; SRC1 inh = 2; TLR9-MyD88 inh = .; NOD2-RIPK2 inh = 1
# O=C(CCN1CCOCC1)Nc1ccc(Br)cc1C(=O)c1ccccc1 is entered as ABHD5 PLIN5 PPI = -3; NR2F2 inh = 0; SRC2 inh = -2; NCOA3 inh = -9; MC4R barr agon = 0.1; MC4R antagonist = -2; EBV LMP1 NFkB = 0; NR5A2 inv ag = 6; SRC1 inh = 8; TLR9-MyD88 inh = -1; NOD2-RIPK2 inh = 2
